MLLE-PAM2 inh – inhibitors of PABP1 MLLE–PAM2 peptide binding, primary screen, biochemical, fluorescence polarization, FITC-PAM2, GST-MLLE; Polyadenylate-binding protein 1 (Homo sapiens), P11940; inhibition, % at 20 µM; hit rate 0.36% among 360,000; AID 588489, 2011; in the data active = inhibition above about 35%, passing the limit was not always enough;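 note: plate controls were DMSO wells with GST-MLLE for no effect and wells lacking GST-MLLE protein for full effect; some results filed as inactive read as strong as hits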
FAS-TE inh – FAS thioesterase domain inhibitors, primary screen, biochemical, fluorescence intensity, uHTS. recombinant FAS-TE, OMFH fluorogenic substrate, fluorescence endpoint. inhibition, % at 15 µM. hit rate 0.67% among 360,000. AID 602261, 2012;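 active = compounds whose normalised, plate-corrected inhibition of enzyme fluorescence in the single-dose primary screen is 50% or more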;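 note: 0% = DMSO with enzyme and 100% = substrate without enzyme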
Neddyl block – inhibitors of cullin neddylation, primary screen, biochemical, TR-FRET, uHTS, NAE and Ubc12; calls only at 25 µM; hit rate 0.58% among 360,000; AID 651699, 2012; in the data active = inhibition above about 36%
Rin1 Abl inh – inhibitors of Rin1-Abl protein binding, primary screen, biochemical, TR-FRET; Tyrosine-protein kinase ABL1 (Homo sapiens) + Ras and Rab interactor 1 (Homo sapiens), …; inhibition, % at 7.35 µM; hit rate 0.4% among 360,000; in the data active = inhibition above about 5%, passing the limit was not always enough
Target sequence (P00519 whole entry, looked up): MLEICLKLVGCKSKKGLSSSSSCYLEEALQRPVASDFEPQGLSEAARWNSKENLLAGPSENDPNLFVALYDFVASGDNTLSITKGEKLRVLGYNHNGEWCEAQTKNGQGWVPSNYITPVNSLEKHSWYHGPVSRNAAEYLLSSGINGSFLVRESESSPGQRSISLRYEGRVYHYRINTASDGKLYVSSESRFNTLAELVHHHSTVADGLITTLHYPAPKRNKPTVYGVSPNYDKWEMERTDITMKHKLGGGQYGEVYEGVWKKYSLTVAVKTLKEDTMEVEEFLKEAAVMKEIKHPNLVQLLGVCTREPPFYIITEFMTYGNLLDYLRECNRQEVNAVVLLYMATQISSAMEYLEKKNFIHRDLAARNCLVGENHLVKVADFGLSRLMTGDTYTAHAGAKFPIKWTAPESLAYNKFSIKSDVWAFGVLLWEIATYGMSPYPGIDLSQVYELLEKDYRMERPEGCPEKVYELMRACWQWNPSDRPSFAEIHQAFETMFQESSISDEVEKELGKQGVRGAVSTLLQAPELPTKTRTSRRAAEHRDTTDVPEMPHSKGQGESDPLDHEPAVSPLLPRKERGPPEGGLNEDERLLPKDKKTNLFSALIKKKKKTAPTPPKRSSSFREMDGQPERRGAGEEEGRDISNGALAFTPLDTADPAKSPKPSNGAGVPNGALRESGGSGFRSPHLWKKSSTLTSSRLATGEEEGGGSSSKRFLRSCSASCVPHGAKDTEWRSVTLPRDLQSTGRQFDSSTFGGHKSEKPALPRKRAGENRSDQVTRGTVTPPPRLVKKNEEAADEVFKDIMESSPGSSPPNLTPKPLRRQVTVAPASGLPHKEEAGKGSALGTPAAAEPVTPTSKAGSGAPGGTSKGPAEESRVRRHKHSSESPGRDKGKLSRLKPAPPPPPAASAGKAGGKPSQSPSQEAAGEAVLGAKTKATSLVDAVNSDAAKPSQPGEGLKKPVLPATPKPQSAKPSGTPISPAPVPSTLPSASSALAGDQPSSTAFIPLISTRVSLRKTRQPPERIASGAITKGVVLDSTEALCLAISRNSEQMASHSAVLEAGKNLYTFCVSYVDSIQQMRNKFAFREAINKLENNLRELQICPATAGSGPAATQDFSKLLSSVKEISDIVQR
Target sequence (Q13671 whole entry, looked up): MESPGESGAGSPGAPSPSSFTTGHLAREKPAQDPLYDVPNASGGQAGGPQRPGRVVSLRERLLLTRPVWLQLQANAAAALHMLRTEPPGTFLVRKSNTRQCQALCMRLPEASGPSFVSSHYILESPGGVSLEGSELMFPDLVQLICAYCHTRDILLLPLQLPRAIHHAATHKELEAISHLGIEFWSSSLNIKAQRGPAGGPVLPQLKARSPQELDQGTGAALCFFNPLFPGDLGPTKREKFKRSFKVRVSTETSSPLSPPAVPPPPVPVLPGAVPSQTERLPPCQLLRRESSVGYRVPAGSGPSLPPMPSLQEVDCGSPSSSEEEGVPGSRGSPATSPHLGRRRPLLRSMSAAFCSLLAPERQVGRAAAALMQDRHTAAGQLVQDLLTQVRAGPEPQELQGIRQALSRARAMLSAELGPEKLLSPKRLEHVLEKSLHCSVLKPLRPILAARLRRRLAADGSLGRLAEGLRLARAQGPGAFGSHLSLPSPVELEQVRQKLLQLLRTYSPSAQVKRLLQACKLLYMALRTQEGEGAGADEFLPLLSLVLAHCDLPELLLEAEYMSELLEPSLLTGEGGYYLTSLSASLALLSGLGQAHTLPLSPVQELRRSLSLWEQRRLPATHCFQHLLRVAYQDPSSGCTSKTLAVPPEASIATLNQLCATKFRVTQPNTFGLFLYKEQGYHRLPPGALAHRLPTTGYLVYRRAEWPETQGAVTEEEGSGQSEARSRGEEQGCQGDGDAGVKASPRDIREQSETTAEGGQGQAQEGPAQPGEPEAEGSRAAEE
bovine MsrA act – bovine MsrA enzyme activators, primary screen, biochemical, absorbance, HTS; Methionine sulfoxide reductase A (Bos taurus); purified bovine MsrA, absorbance read-out; activation, % at 10.6 µM; hit rate 0.3% among 360,000; in the data active = activation above about 7.5%;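 note: 0% = vehicle and 100% = reference activator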
CSN deneddyl inh – inhibitors of CSN-mediated cullin deneddylation, primary screen, biochemical, fluorescence polarization, uHTS | COP9 signalosome complex subunit 5 (Homo sapiens), Q92905 | Purified CSN, SCF-Nedd8-OG deneddylation | inhibition, % at 12.5 µM | hit rate 0.38% among 360,000 | AID 651999, 2013;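 active = pattern-corrected inhibition above about 35%, with an unprinted fluorescence ratio check between 0.5 and 1.5, limit read from the data, passing the limit was not always enough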;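 note: 0% = enzyme with substrate and 100% = substrate without enzyme; some results filed as inactive read as strong as hits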
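Schedule: reaction 90 min, room temperature / Assay system: HEK293T-derived human Csn5 enzyme / Input: Csn5 at 0.24 nM final / Measure: inhibition of Csn5 cleavage, % / Control set: substrate-only high control, full reaction low control / Technique: fluorescence polarization of the substrate / Buffer or medium: Tris/NaCl/DTT buffer, pH 7.5 / Reagent: SCFSkp2-Nedd8OG substrate at 10 nM final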
MsrA inh – bovine MsrA enzyme inhibitors, primary screen, biochemical, absorbance, HTS; Methionine sulfoxide reductase A (Bos taurus); purified bovine MsrA, absorbance read-out; inhibition, % at 15.5 µM; hit rate 0.75% among 360,000; in the data active = inhibition above about 4.5%;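 note: 0% = vehicle wells with enzyme and 100% = reference inhibitor wells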
TbMetRS inhib – T. brucei MetRS inhibitors, primary screen, biochemical, luminescence; methionyl-tRNA synthetase (Trypanosoma brucei brucei); purified T. brucei MetRS, ATP depletion, Kinase-Glo luminescence; inhibition, % at 11.9 µM; hit rate 0.4% among 360,000; AID 624268, 2012;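 active = inhibition above a per-plate cutoff of the control wells' mean inhibition plus 3 SD, cut at about 5.5% in these data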;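 note: 0% = DMSO wells median and 100% = median of wells with control inhibitor compound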
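Test system – parasite MetRS enzyme · Reagent – substrates ATP, L-methionine and bulk Escherichia coli tRNA · Doses – 11.9 µM compound single dose, 0.9% DMSO · Times – 15 min enzyme-compound preincubation, 2 h reaction, 10 min detection, 25 °C · Signal – Kinase-Glo luminescence, ATP depletion format · Controls – DMSO-only wells as low control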
eLon inh – inhibitors of E. coli Lon protease, primary screen, biochemical, fluorescence polarization. P0A9M0. purified E. coli Lon protease. inhibition, % at 7.94 µM. hit rate 0.42% among 360,000; in the data active = inhibition above about 13%, passing the limit was not always enough;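 note: 0% = enzyme with probe and DMSO and 100% = no enzyme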
An asterisk follows results filed as active; i = inactive; / = not tested or not shown.

SMILES	MLLE-PAM2 inh	FAS-TE inh	Neddyl block	Rin1 Abl inh	bovine MsrA act	CSN deneddyl inh	MsrA inh	TbMetRS inhib	eLon inh
Cc1cc(C)n2nc(CC(=O)NNC(=O)c3ccc(N(C)C)cc3)nc2n1	-2	-8	i	-3	-7	-3	1.9	-0.4	7
COC(=O)c1cc(OC)nc2c1c(=O)n(C)c(=O)n2C	-2	-7	/	-6	-7	3	-1.0	-0.5	1
CCOc1ccccc1C(=O)NC1CCN(Cc2nnnn2C2CCCC2)CC1	6	-7	i	-2	-3	3	-0.7	-0.5	-3
Cc1ccccc1Nc1nnc(SCC(=O)Nc2ccccc2[N+](=O)[O-])s1	-17	20	i	-2	-8	4	-1.0	-1.3	-15
CCOC(=O)NC1(C(F)(F)F)C(=O)N(Cc2ccccc2)C2=C1C(=O)CC(C)(C)C2 (stereo not drawn)	4	-8	i	-3	12*	2	1.1	0.1	-12
CCc1ccc(NC(=O)C(=O)NCC2CCCO2)cc1 (stereo not drawn)	7	2	i	2	-13	0	-1.5	-1.4	9
O=C(COC(=O)CSc1nnc(-c2ccc(Cl)cc2)o1)NCc1ccc2c(c1)OCO2	-91	-4	i	-2	-4	2	-0.8	-0.8	4
COc1ccccc1NC(=O)Nc1nnc([C@@H]2C[C@H](O)[C@@H](CO)O2)s1	10	-11	i	5	0	-3	-1.5	-0.1	-11
CCC(CO)Oc1cc(NCc2ccc(OC)cc2)c2ncn(C(C)C)c2c1 (stereo not drawn)	10	-7	i	2	1	0	-0.2	-0.1	-12
COc1ccc(C(=O)CSc2ncn[nH]2)cc1OC	12	-7	i	-3	0	3	-0.3	0.2	21*
O=C(NCC1CC1)C1Cc2c(-c3ccc(Cl)cc3)ccnc2O1 (stereo not drawn)	18	0	i	-3	-5	-3	0.5	-0.3	-10
COc1ccc(NC(=O)CCNC(=O)Cn2ccc3ccccc3c2=O)cc1Cl	12	-4	i	0	-3	-1	1.2	0.2	0
CCOc1ncccc1C(=O)NCc1ccccc1Cl	-8	-7	i	0	-9	-1	-0.7	-0.9	-4
CC1(C)CC(=O)C=C(c2n[nH]nc2C2CCCCC2)C1	21	-15	i	-2	-3	7	-0.2	-0.5	-3
O=C(NC1CCCCC1)NC1(C(=O)N2CCN3CCCC3C2)CCCCC1 (stereo not drawn)	-6	-2	i	-1	-2	-4	-1.1	0.0	7
Cn1nc(C(F)(F)F)c(-c2ccc(F)cc2)c1NC(=O)Nc1ccc(F)cc1	8	12	i	-1	-10	1	-0.5	9.4*	0
CCc1ccc(OCCNC(=O)c2ccccc2SCc2ccccc2)cc1	-7	23	i	1	-9	-2	0.8	-2.9	-2
COc1ccc2[nH]cc(CCNS(=O)(=O)c3ccccc3)c2c1	3	-1	i	4	-4	60*	0.9	-0.7	-2
Nc1cc(OC(=O)c2ccccc2Br)nn1S(=O)(=O)c1ccccc1	3	5	i	1	-4	2	4.0	-0.1	-2
Cc1nnc(SC(C)C(=O)Nc2ccc3ccccc3c2)[nH]c1=O (stereo not drawn)	-3	-1	i	-1	-4	-3	1.3	-0.6	3
COc1cc(C)nc(Oc2ccc(OCCOc3ccccc3)nn2)n1	-5	-7	i	3	-1	-2	0.3	-0.7	-7
CCOC(=O)Nc1cccc(OCC(=O)Nc2ccc3c(c2)CCC3)c1	-8	10	i	0	1	-6	-0.4	-0.2	-2
Cc1ccc(C2N3CC4([N+](=O)[O-])CN2CC([N+](=O)[O-])(C3)C4(C)C)cc1 (stereo not drawn)	1	-7	i	2	-1	2	0.8	0.0	-2
Cc1ccc(NC(=S)N(CCCN2CCOCC2)Cc2cccs2)c(C)c1	-27	-6	i	-1	-5	0	-0.4	-0.6	2
CCOc1ccc(NC(=O)CN(C)C(=O)CSC(C)C(=O)Nc2cc(C)on2)cc1OCC (stereo not drawn)	-5	-4	i	1	-2	-3	0.5	0.1	3
O=C(NCc1cccs1)C1CCN(S(=O)(=O)c2ccc3c(c2)OCCO3)CC1	1	-2	i	4	-1	1	-0.1	-0.2	-6
COCCCNC(=O)Cn1nnc(-c2ccccc2NC(=O)c2ccccc2F)n1	-1	-4	i	6	-1	2	-0.6	0.0	-9
Cc1ccc(Nc2nnc(SC(C)C(=O)NCC3CCCO3)s2)cc1 (stereo not drawn)	-24	-4	i	1	-4	-5	0.6	0.1	9
Cn1c(=O)n(CCc2ccccc2)c(=O)c2c1nc1n2CCN1Cc1ccco1	0	3	i	2	-5	-4	-0.5	-0.3	-6
COc1ccc(CC(=O)n2[nH]c(=O)ccc2=O)cc1OC	18	-10	i	2	-7	2	-0.5	-0.2	2
CCCCSc1nc2c(cnn2-c2ccc(C)c(C)c2)c(=O)[nH]1	-4	-6	i	1	-4	1	-0.9	-0.1	-9
Cc1cc(C)n2nc(C(=O)OCCOc3cccc(Br)c3)nc2n1	0	5	i	1	-2	1	-1.9	-0.4	-8
Cc1oc2c(c(C)cc3oc(=O)c(CC(=O)NCC(=O)NCC(=O)O)c(C)c32)c1C	-5	-7	/	1	-3	-5	1.5	0.0	9
CCCOc1ccc2oc(=O)c3c(c2c1)CCCN3C(=O)CN(C)Cc1ccccc1	3	22	i	1	-6	3	-0.2	0.3	-1
CCOC(=O)c1sc(NC(=O)C2CC=CCC2C(=O)O)nc1C (stereo not drawn)	6	-5	i	2	-4	0	0.1	-0.1	-6
Cc1ccc2ccc(C(Nc3ccccc3)c3ccc(F)cc3)c(O)c2n1 (stereo not drawn)	/	/	i	/	/	0	-0.1	-0.8	/

By substructure: the entries above containing a COOH group (2)
SMILES	MLLE-PAM2 inh	FAS-TE inh	Neddyl block	Rin1 Abl inh	bovine MsrA act	CSN deneddyl inh	MsrA inh	TbMetRS inhib	eLon inh
Cc1oc2c(c(C)cc3oc(=O)c(CC(=O)NCC(=O)NCC(=O)O)c(C)c32)c1C	-5	-7	/	1	-3	-5	1.5	0.0	9
CCOC(=O)c1sc(NC(=O)C2CC=CCC2C(=O)O)nc1C (stereo not drawn)	6	-5	i	2	-4	0	0.1	-0.1	-6

Next section:
SMILES	MLLE-PAM2 inh	FAS-TE inh	Neddyl block	Rin1 Abl inh	bovine MsrA act	CSN deneddyl inh	MsrA inh	TbMetRS inhib	eLon inh
COc1ccc([C@H]2C[C@@H](O)[C@H](n3cc(C4CC4)nn3)CN2Cc2cccs2)cc1	-5	-3	i	-1	1	-5	0.6	0.8	-5
CC1CCCN(C(=O)COC(=O)CNC(=O)c2sc3ccccc3c2Cl)C1 (stereo not drawn)	-40	5	i	-87	-2	2	0.4	-0.3	-9
Cc1ccc(OCCCSc2ncccn2)cc1C	10	6	i	1	0	-1	0.9	-0.2	-2
COc1cc(C(=O)OCC(=O)Nc2ccccc2C(=O)NC2CC2)c([N+](=O)[O-])cc1OC	-3	1	i	-2	-10	1	0.3	0.2	35*
CC(=O)c1ccc(NC(=O)CSc2nnc(-c3ccncc3)n2C2CC2)cc1	4	-4	i	1	0	-3	0.6	-0.3	-16
Cn1ncc(Cl)c1C(=O)N1CCc2ccccc21	9	-7	i	-1	-2	5	-1.2	0.6	-3
Cc1ccc(C)c(SCC(=O)OC/C(O)=C(\C#N)c2nc3ccccc3[nH]2)c1	-35	0	i	2	-14	11	1.4	-1.1	-15
CC(C)(C)C(=O)C1=C(O)C(=O)N(c2ccccc2)C1c1ccccc1 (stereo not drawn)	9	-6	i	-7	-4	1	2.1	0.0	2
COc1ccc(OC)c(C(C)NC(=O)C(C)n2cc([N+](=O)[O-])cn2)c1 (stereo not drawn)	1	-2	i	3	-1	-5	0.3	-0.2	2
CC1CCN(c2cc(N3CCOCC3)c([N+](=O)[O-])cc2F)CC1	0	17	i	-4	-4	1	0.2	-0.4	-1
O=C(OCC(=O)N1CCc2ccccc21)C1CCCN1S(=O)(=O)c1ccc(Cl)cc1 (stereo not drawn)	-4	34	i	-2	-1	-5	0.8	-0.2	0
Clc1ccccc1Nc1nc(NCc2cccs2)nc2ccsc12	22	-1	i	-4	-3	-1	2.5	-0.2	2
CC(C)[C@H](NC(=O)OC(C)(C)C)c1cc(C(=O)N2CCOCC2)c(N)s1	/	/	i	/	/	-2	-0.4	-0.2	/
Cc1nn(Cc2ccc(C(=O)Nc3nccs3)cc2)c(C)c1Cl	-11	1	i	1	1	1	-0.7	0.4	-3
CCN1CCN(c2ccc(N=Cc3ccc(O)cc3O)cc2)CC1	-36	-2	i	0	-3	9	1.5	0.8	-2
Cc1[nH]n(-c2ccccc2)c(=O)c1C(c1ccccc1C(=O)O)c1c(C)[nH]n(-c2ccccc2)c1=O	6	-8	i	-4	2	6	-0.6	1.1	-4
COc1cccc(OC)c1CC1SC(=O)NC1=O (stereo not drawn)	0	-7	i	0	-9	-4	-0.1	-0.6	7
NNC(=O)c1ccc(Cn2cccn2)o1	8	-6	i	-2	-3	1	0.0	0.1	1
C[C@@H]1CN([C@@H](C)CO)C(=O)CCCn2nncc2CO[C@@H]1CN(C)C(=O)Cc1ccccc1	3	-7	i	-3	-3	0	-0.9	-1.1	-1
CN1CCN(CC(=O)NC(=O)NC2CCCCC2)CC1	12	-9	i	1	-3	2	0.0	-0.2	-9
O=C1c2cccc3cccc(c23)C(=O)N1CCc1ccccc1	-3	25	i	-2	-4	-16	2.1	-0.3	0
CC1=C(C#N)C(NC(=O)c2ccco2)(C(F)(F)F)C(=O)N1 (stereo not drawn)	-7	-8	i	-3	-11	5	0.6	-1.6	-6
Cc1cc(C)c(NC(=O)c2ccccc2N(C)S(C)(=O)=O)c(C)c1	-2	-8	i	-2	-3	3	-1.2	-0.9	-1
CCOC(=O)C1=C(C)NC(=O)NC1c1ccccc1OCc1c(F)cccc1Cl (stereo not drawn)	5	7	i	0	-1	2	1.1	-0.3	-1
CCCCNC(=O)c1ccc2c(=O)n(CCCOCC)c(=S)[nH]c2c1	-60	-10	i	1	-12	-6	-0.6	-1.0	-3
CCOc1ccc(OCC)c(S(=O)(=O)n2ccnc2C)c1	10	-4	i	3	-7	1	-0.3	0.2	-3
CSc1ccccc1C(=O)N1CCOCC1	19	-7	i	0	-2	-1	0.6	-1.3	-7
CN1C(=O)[C@H]2[C@@H](c3ccc(C(F)(F)F)cc3)N[C@]3(CCCN(Cc4ccc(Cl)cc4)C3=O)[C@H]2C1=O	3	6	i	0	-1	1	0.6	-0.9	3
COc1ccc(/C=C/C(=O)O)cc1S(=O)(=O)N1CCCc2ccccc21	-4	-7	i	1	-8	1	0.7	-0.4	-7
COc1ccc2c(=O)c(-c3ccc4c(c3)OCO4)coc2c1	-9	0	i	4	-1	94	0.5	-0.3	-11

Pulled one by one from the list above (2):
SMILES	MLLE-PAM2 inh	FAS-TE inh	Neddyl block	Rin1 Abl inh	bovine MsrA act	CSN deneddyl inh	MsrA inh	TbMetRS inhib	eLon inh
CC(=O)c1ccc(NC(=O)CSc2nnc(-c3ccncc3)n2C2CC2)cc1	4	-4	i	1	0	-3	0.6	-0.3	-16
COc1cc(C(=O)OCC(=O)Nc2ccccc2C(=O)NC2CC2)c([N+](=O)[O-])cc1OC	-3	1	i	-2	-10	1	0.3	0.2	35*

Screening results deposited in PubChem BioAssay by several laboratories.
